Compound activity deposited in PubChem BioAssay by several laboratories.
TPT1 inh: C. albicans TPT1 enzyme inhibition; recombinant caTPT1, FP RNA substrate dephosphorylation; 300,000 compounds, 0.81% hits; AID 1962; inhibition, % at 5 µM;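 active = inhibition above the mean of all tested compounds plus 3 SD, set per screening campaign, cut at about 24% in these data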;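 also: plate controls were DMSO alone for no effect and ferristatin control at 100 nM for full effect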
PME-1 inh: blocks human protein phosphatase methylesterase 1. Q9Y570. AID 2130. inhibition, % at 5.9 µM. 320,000 compounds, 0.53% hits. recombinant PME-1, FP-Rh probe fluorescence polarization;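 active = inhibition above the campaign mean of all compounds plus 3 SD, cut at about 26% in these data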;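 also: competitive labeling of PME-1 active site by serine hydrolase directed probe; 0% = PME-1 with DMSO and 100% = wells lacking PME-1 enzyme; inhibitors block probe labeling so polarization falls and inhibition rises; many of its hits are not listed in these tables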
GLD-1 TGE inh: GLD-1-TGE RNA interaction inhibition (C. elegans). Q17339. purified GLD-1 + fluorescein TGE RNA, fluorescence polarization. inhibition, % at 5.96 µM. 320,000 compounds, 0.44% hits. AID 2280;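 active = percent inhibition above a per-plate cutoff, the plate mean of test compounds plus 3 SD, cut at about 30% in these data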;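 also: 0% = DMSO wells with GLD-1 and probe and 100% = wells lacking GLD-1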
GSTO1 inh: GSTO1 inhibition, counter-screen for RBBP9 inhibitors | recombinant GSTO1, activity-based probe fluorescence polarization | AID 1974 | inhibition, % at 5.96 µM | 300,000 compounds, 1.1% hits | P78417;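 active = inhibition above the campaign mean inhibition plus 3 SD, cut at about 35% in these data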;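 also: 0% = GSTO1-1 with DMSO and 100% = wells lacking GSTO1-1 enzyme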
Target sequence (P78417 whole entry, looked up): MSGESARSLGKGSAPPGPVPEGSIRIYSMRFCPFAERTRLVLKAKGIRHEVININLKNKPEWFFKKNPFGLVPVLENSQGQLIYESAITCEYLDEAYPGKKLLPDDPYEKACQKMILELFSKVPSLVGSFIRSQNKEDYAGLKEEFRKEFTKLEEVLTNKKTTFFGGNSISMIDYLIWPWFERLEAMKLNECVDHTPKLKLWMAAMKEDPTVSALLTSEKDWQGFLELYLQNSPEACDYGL
PAD4 FP inh: PAD4 (human) enzyme inhibition; recombinant PAD4, RCA probe fluorescence polarization; inhibition, % at 6.36 µM; 330,000 compounds, 0.41% hits; AID 485272;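 active = percent inhibition above a cutoff equal to the mean of all tested compounds plus 3 SD, cut at about 15% in these data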;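 also: 0% = PAD4 with RCA probe and DMSO and 100% = probe without PAD4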
Target sequence (Q9UM07 whole entry, looked up): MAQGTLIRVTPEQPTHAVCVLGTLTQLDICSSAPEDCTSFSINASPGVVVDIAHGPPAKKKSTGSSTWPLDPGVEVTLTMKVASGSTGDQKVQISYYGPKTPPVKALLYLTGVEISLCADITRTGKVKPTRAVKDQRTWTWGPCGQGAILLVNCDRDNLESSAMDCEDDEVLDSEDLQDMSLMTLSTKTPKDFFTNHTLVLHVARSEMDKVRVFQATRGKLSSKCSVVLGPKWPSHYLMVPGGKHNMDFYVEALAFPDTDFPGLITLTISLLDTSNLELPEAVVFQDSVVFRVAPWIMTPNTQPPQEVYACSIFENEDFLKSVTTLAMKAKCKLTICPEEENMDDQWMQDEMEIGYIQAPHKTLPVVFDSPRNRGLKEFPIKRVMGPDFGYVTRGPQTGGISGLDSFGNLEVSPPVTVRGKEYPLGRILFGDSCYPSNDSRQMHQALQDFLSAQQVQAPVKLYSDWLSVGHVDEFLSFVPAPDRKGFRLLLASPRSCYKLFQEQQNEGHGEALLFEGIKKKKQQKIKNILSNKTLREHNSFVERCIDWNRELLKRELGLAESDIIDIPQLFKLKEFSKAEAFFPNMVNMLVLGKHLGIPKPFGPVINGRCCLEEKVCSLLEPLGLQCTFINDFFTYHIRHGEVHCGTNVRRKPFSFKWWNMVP
Fam108B inh: blocks mouse Fam108B hydrolase in RBBP9 counter-screen | recombinant Fam108B, FP-Rh probe fluorescence polarization | inhibition, % at 9.51 µM | 300,000 compounds, 0.33% hits | AID 1947;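 active = inhibition above the screen mean inhibition plus 3 SD, computed separately per campaign, cut at about 18% in these data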;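 also: inhibitors lower polarization as less probe binds the enzyme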
MEX-5 binding: C. elegans MEX-5 TCR-2 RNA binding activity | Q9XUB2 | MEX-5/FITC-TCR2 RNA binding, fluorescence polarization; hits give low values | activity score (negative = inhibition of binding), % at 10 µM | 300,000 compounds, 0.38% hits | AID 1832;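 active = inhibition past about -25% in most replicates, and total fluorescence under double the plate's negative control median, limit read from the data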;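 also: 0% = DMSO and -100% = 5 µM competing unlabeled TCR2 RNA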
MCL1-BIM inh: inhibitors of human MCL1 binding to BIM-BH3 peptide. Q07820. GST-MCL1 / FITC-Bim-BH3 fluorescence polarization. inhibition, % at 10.9 µM. 320,000 compounds, 0.68% hits;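 active = inhibition above the mean inhibition of all tested compounds plus 3 SD, set per campaign, cut at about 40% in these data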;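 also: 0% = DMSO wells and 100% = unlabeled Bim-BH3 peptide control; higher means more loss of mP so more displacement of Bim peptide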
Bcl-xL primary: Bcl-xL (human) inhibition; Q07817; 320,000 compounds, 0.7% hits; inhibition, % at 10.9 µM; GST-Bcl-xL / FITC-Bim BH3 peptide fluorescence polarization;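 active = inhibition above the mean of all tested compounds plus 3 SD, cutoff set per campaign, cut at about 30% in these data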;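 also: 0% = DMSO wells and 100% = unlabeled Bim-BH3 peptide competitor; inhibitors lower millipolarization by displacing the labeled peptide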
Active calls of the source: *; x = no result given. These rows are one share of the data. The share of hits here may be higher or lower than overall.

SMILES	TPT1 inh	PME-1 inh	GLD-1 TGE inh	GSTO1 inh	PAD4 FP inh	Fam108B inh	MEX-5 binding	MCL1-BIM inh	Bcl-xL primary
Cc1nc(-c2ccc3c(c2)OCCCO3)cs1	-1	-1	1	3	-1	1	1.9	6	5
COc1ccc(CCNC(=O)C2CCN(C(=O)N(C)C)CC2)cc1OC	5	-4	4	1	-6	3	1.6	10	3
Cn1nc(C(=O)OCC(=O)NCCc2ccccc2)c2ccccc2c1=O	1	-1	4	-1	2	-9	-3.0	-3	1
Cc1ccc(S(=O)(=O)CC(=O)Nc2ccccn2)cc1	0	0	7	-7	0	-1	-0.7	8	4
CCc1c(C(=O)NNC(=S)NC2CCCCC2)csc1C	1	0	1	-3	4	-3	1.7	8	4
O=c1cc(C(F)(F)F)[nH]c2c(C(F)(F)F)cccc12	0	-2	1	-23	-1	2	-1.3	8	7
CCn1nc(C(=O)Nc2ccc(N3CCOCC3)cc2)c2ccccc2c1=O	x	9	5	x	0	x	x	11	7
CC1(C)Cc2c(cnn2-c2ccccc2)C(NC(=O)CCc2ccncc2)C1 (stereo not drawn)	8	3	-6	-1	-4	-1	-0.6	-11	-8
Cc1nnc2sc(-c3csc4c3CCCC4)nn12	-2	1	2	-5	1	2	-1.0	-1	1
CCOC(=O)COc1nc2c(c(-c3ccco3)c1C#N)CCc1ccccc1-2	0	-3	8	2	5	-5	0.6	3	-3
Clc1ccc(-c2n[nH]c3c2CCCC3)cc1	-1	4	2	9	0	6	0.6	9	6
COc1cc2[nH]c(=O)n(CCCCCC(=O)NCCCN3CCOCC3)c(=O)c2cc1OC	-3	-1	-2	4	6	0	4.3	11	5
O=C1CSC(=Nc2ccccc2Cl)N1	2	-12	2	8	-4	1	1.8	9	6
Cc1ccc(S(=O)(=O)N2CCOC2C(Cl)(Cl)Cl)cc1 (stereo not drawn)	-2	9	1	5	0	1	1.1	5	4
CCc1noc(C)c1C(=O)Nc1nc(-c2ccccc2)cs1	4	-6	1	-3	5	-1	0.6	-8	-4
COc1cc(C(=O)NCCOc2ccccc2)cc(OC)c1OC	2	-2	7	0	-1	-2	-0.8	4	-5
Cc1cc(C)c(NC(=O)C(C)(C)C)c(Cl)c1	-3	4	9	7	1	-3	0.6	2	2
CCOc1cccc(OCCCCn2cnc3ccccc3c2=O)c1	-4	-2	-2	-4	2	3	-0.7	-2	8
COc1ccc(NC(=O)Cn2c(=O)oc3cc(S(=O)(=O)N4CCCC4)ccc32)c(OC)c1	-3	6	4	2	2	1	-1.2	4	1
CCN(CC)S(=O)(=O)c1ccc(N2CCOCC2)c(NC(=O)c2ccc(OC)c([N+](=O)[O-])c2)c1	1	2	1	2	4	0	0.4	7	-1
COc1ccccc1-c1nnc(SCc2nc3ccccc3[nH]2)n1C	5	-2	-1	3	3	-3	9.3	-2	0
Cc1cccc2cc(/C=C3\N=C(c4ccccc4)OC3=O)c(N3CCOCC3)nc12	5	1	-8	-1	2	2	-9.1	-6	2
O=C(O)c1cc2sccc2s1	0	-6	1	2	-1	0	-1.8	11	8
O=C(CCC1CCCCC1)NNC(=O)c1cnccn1	-1	2	-5	2	-1	-1	-0.1	5	2
Cc1cccc(-n2c(C)nc3c(cnn3-c3ccc(F)cc3)c2=O)c1	-1	7	-3	7	-1	3	-1.4	10	3
COc1ccc(CN(CCO)CCO)cc1[N+](=O)[O-]	-1	6	-1	5	0	-1	-0.2	3	4
COc1ccccc1NC(=O)C1=C(C)NC2=C(C(=O)CC(c3ccc(OC)c(OC)c3)C2)C1c1coc2ccccc2c1=O (stereo not drawn)	0	-5	0	-5	2	2	-0.2	3	2
COc1ccc(Cl)cc1NC(=O)c1cccnc1	0	2	0	1	-3	0	-0.3	7	0
COc1ccc(-c2c(-c3ccccc3OC)sc3ccccc23)cc1	-2	5	1	-5	-6	-1	0.4	-1	5
O=C(N/N=C/c1ccc(OC(=O)c2ccc(Br)cc2)cc1)c1ccncc1	-1	-1	7	-2	-2	-3	0.3	-9	-21
Cc1ccc(/C=N/OC(=O)c2nn(C)cc2Cl)cc1	2	-2	0	0	-2	0	4.0	-2	2
Cc1c(Cl)cccc1NC(=S)N1CCN(c2ccc([N+](=O)[O-])cn2)CC1	0	7	-4	7	-2	1	1.6	5	0
Nc1nc(CSc2nnnn2-c2ccccc2)nc(N2CCCc3ccccc32)n1	-3	-10	12	-2	4	-7	x	2	-1
CC(=O)c1ccc(NC(=O)COC(=O)CCC(=O)c2cccs2)cc1	-1	-2	11	-10	-6	-11	1.6	2	2
COc1ccc(CNC(=O)c2ccc(Cl)c(NC3=NC4CS(=O)(=O)CC4S3)c2)cc1 (stereo not drawn)	0	1	-4	-6	-1	-3	-0.1	5	1
Nc1c(-c2cccs2)cnn1-c1nc(-c2ccc(F)cc2)cs1	-1	-6	12	-6	3	-1	-1.0	-5	0
O=C(Nc1cc(Cl)c(O)c(Cl)c1)C1CCCO1 (stereo not drawn)	-1	-2	3	4	-1	-4	1.8	3	3
COCCCNC(=O)c1ccc(Cn2c(=O)c3ccccc3n(CC(=O)NCCc3ccc(OC)c(OC)c3)c2=O)cc1	-2	0	1	4	-5	-2	0.9	8	4
Cc1nc(C)c(C(=O)N/N=C/c2c[nH]c3ccccc23)s1	3	5	2	2	1	0	2.6	5	6
O=C(COC(=O)c1n[nH]c(=O)c2ccccc12)c1ccc(Br)cc1	2	4	6	4	0	-3	1.7	3	3
Cc1ccc(NC(=O)CSc2ccc(Br)cc2)cc1S(=O)(=O)N1CCOCC1	-5	-9	-5	-12	3	-8	1.5	1	4
Fc1ccccc1NC(=S)Nc1cccnc1	-3	-2	-9	2	-7	-5	2.4	5	5
CC1CCN(C(=O)Cn2cc(C(=O)C3CC3)c3ccccc32)CC1	3	-5	3	-4	-3	3	0.6	0	1
COc1ccc(C(=O)N2CCN(c3ccc(F)cc3)CC2)cc1S(=O)(=O)NC1CC1	x	-4	-3	x	-2	x	x	-2	2
COc1ccccc1NC(=O)CSc1ccc(-c2ccco2)nn1	4	2	1	1	-3	0	1.4	-1	4
O=C(COC(=O)/C=C/c1ccccc1)NC1CCCCC1	x	5	5	x	1	x	x	-2	1
CCS(=O)(=O)Nc1ccc(C(=O)CC2(O)C(=O)Nc3ccccc32)cc1 (stereo not drawn)	-3	-5	1	-7	-2	-1	-1.1	7	6
Cc1sc(NC(=O)c2cc3ccccc3oc2=O)c(C(=O)OC(C)C)c1-c1ccccc1	-4	9	7	-4	2	-2	1.7	6	5
O=C(O)/C=C/C(=O)NCc1csc2ccccc12	-2	-5	7	4	0	-2	1.2	-3	6
COc1ccc2[nH]c(C(=O)N(C)Cc3ccccc3)c(C)c2c1	4	-11	2	-4	-4	-4	-0.9	-3	5
CN1CCN(C2=C(NS(=O)(=O)c3cccs3)C(=O)c3ccccc3C2=O)CC1	-2	2	3	17	-14	0	2.0	-2	4
Cc1[nH]c(-c2ccco2)nc1C(=O)O	-5	-6	2	2	-4	-3	-0.4	4	-7
CCOc1ccc(NC(=O)CSc2nnc(C3CC3)n2C)cc1	-1	-6	3	-2	-6	1	-0.3	0	3
Cc1cccc(N2C(=O)CC(N3CCN(c4ccccn4)CC3)C2=O)c1 (stereo not drawn)	3	8	5	0	0	2	-0.1	-1	-3
CSCCC(NC(=O)c1ccccc1)C(=O)OCC(=O)c1ccc[nH]1 (stereo not drawn)	1	-3	-1	1	4	5	1.5	11	8
COc1ccc(OC)c(NC(=O)c2cc(-c3cc(C)c(C)cc3O)n[nH]2)c1	-2	14	4	-4	1	2	-2.3	4	3
COCCCNC(=O)/C=C/c1cccc(Cl)c1	-4	-6	0	-4	1	-3	2.6	2	1
COc1ccccc1NC(=O)N1CCCC1C(=O)NCc1cccs1 (stereo not drawn)	-3	1	-3	13	-4	-1	-1.0	5	7
NNc1ccc2c(C(F)(F)F)cc(C(F)(F)F)nc2n1	1	-1	4	9	-4	0	-0.3	-21	-12
O=C(COC(=O)c1ccccc1)NCc1cccs1	-1	-1	-2	2	0	6	-0.3	7	6
Remaining list, next part.
SMILES	TPT1 inh	PME-1 inh	GLD-1 TGE inh	GSTO1 inh	PAD4 FP inh	Fam108B inh	MEX-5 binding	MCL1-BIM inh	Bcl-xL primary
CC(C)c1c(C(=O)N/N=C2\CCc3ccccc32)nnn1-c1nonc1N	-2	-6	4	-11	1	-1	1.3	1	-5
CCOc1ccc(C2=Nn3c(CC)nnc3SC2)cc1	x	1	6	x	-3	x	x	5	3
Cc1ccc(Nc2cc(C)nc3nc(C)nn23)c(C)c1	0	1	5	4	-3	-3	-1.5	8	3
C/C(N)=C(/C#N)C(=O)CSc1nc2ccccc2c(=O)n1Cc1ccc(F)cc1	-2	-6	9	25	2	0	0.8	32	11
CCCCCCC/C=N/Nc1nnc(Cc2ccccc2)c(=O)[nH]1	0	-11	-11	10	1	0	-3.7	11	4
COc1cccc(/C=N/n2c(COc3ccccc3)n[nH]c2=S)c1OC	-2	2	-13	-2	-2	6	0.8	-15	-7
CCOC(=O)N1CCN(C(=O)CCn2nc(-c3ccc(Cl)cc3)ccc2=O)CC1	0	-5	1	8	-2	5	-0.5	10	-1
O=C1C(=O)N(CCCn2ccnc2)C(c2ccc(Cl)cc2)/C1=C(\O)c1ccc2c(c1)OCCO2 (stereo not drawn)	-1	-3	2	8	0	-4	36	8	5
CCc1ccc(-c2cc(C(F)(F)F)n3nc(C(=O)Nc4cnn(Cc5ccc(C)cc5)c4)cc3n2)s1	12	-2	5	-14	4	-14	3.8	0	-2
Cc1ccccc1NC(=O)c1oc(=O)c2ccccc2c1-c1ccccc1	-1	-5	4	-1	-4	2	-0.9	-3	6
COc1nccc(Nc2ccccc2)c1C#N	0	2	-4	3	-3	-1	x	7	3
O=C(NN1CCOCC1)c1ccccc1Br	2	-6	6	3	0	-2	-2.0	0	-1
Cc1ccc(S(=O)(=O)N(CC(=O)N2CCOCC2)c2ccc(Br)cc2)cc1	2	7	0	-2	1	1	3.0	4	3
Cc1cc(OCc2cc(C(=O)N(C)C3CCOCC3)no2)cc(C)c1Cl	-2	0	5	3	2	1	0.2	5	5
COc1ccc(N2CCN(C(=O)CSc3nnnn3-c3ccc4c(c3)OCCO4)CC2)cc1	-4	-1	-1	4	-6	0	0.3	-1	1
CCN(CC(=O)NCCc1ccc(F)cc1)Cc1nc2ccccc2c(=O)[nH]1	5	-2	6	-5	-4	4	0.6	6	4
COc1ccccc1NC(=O)c1ccccc1-c1nc(-c2ccccc2OC)no1	0	-1	4	0	6	0	-2.9	1	0
NCCCC(=O)N1c2ccccc2Sc2ccccc21	1	2	-4	0	0	3	0.4	2	-4
CC1(C)CC(=O)C(CC(=O)NC(=O)NCc2ccccc2)=C(O)C1	-2	4	-2	10	-4	0	2.4	-3	7
O=C(NCc1cccs1)C1CCCN1C(=O)Nc1ccccc1Cl (stereo not drawn)	1	5	-4	1	0	-1	-2.0	2	0
O=C(CN1C(=O)NC2(CCCC2)C1=O)NCCN1C(=O)S/C(=C\c2ccccc2F)C1=O	0	-1	0	-2	-5	2	2.6	-5	-6
NS(=O)(=O)c1cc(C(=O)OCC(=O)N2CCc3ccccc3C2)ccc1Cl	x	1	-3	x	-6	x	x	2	-3
